Nrf2 block – inhibitors of Nrf2 signaling; Potency, µM (titrated, usually from 46 µM), without a hit: top-dose activity change, negative = inhibition, most hits filed as inhibitors; A549 ARE-Fluc reporter, luciferase luminescence, 18-24 h; 2.1% of 360,000 active; further: potency means the concentration at half of the fitted maximal effect; on the % scale 0 is the no-effect control and ±100 the full control effect; nearly all actives have a fitted effect of over 60% in size
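Reporter: ARE-Fluc in A549. Exposure: 18-24 h, 37 °C, 5% CO2, 5% FBS OPTI-MEM. Readouts: fluorescent cytotoxicity (CellTiter-Fluor), then luminescent Nrf2 signal after BugLite.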
TGFb SMAD3 inh – blocks TGF-b signaling. HepG2 CAGA-GFP TGF-b/SMAD3 reporter, GFP fluorescence, 18 h; TGF-beta stimulated, 500 pg/mL final. Potency, µM (top dose mostly 46.1 µM), inactives show top-dose activity, negative = inhibition, most hits filed as inhibitors. 1.2% of 410,000 active. AID 588855; further: potency means the concentration at half of the fitted maximal effect; on the % scale 0 is the no-effect control and ±100 the full control effect; nearly all actives have a fitted effect of over 65% in size
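Inhibition of TGF-beta-driven CAGA-GFP reporter expression in HEPG2 cells is measured by cellular GFP fluorescence after 18 h stimulation with 500 pg/mL recombinant TGF-beta in 1% FBS medium at 37 degrees C.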
Nrf2 ARE act – activators of Nrf2 (ARE) signaling | AREc32 ARE-luciferase reporter (MCF7-derived line), luminescence, 24 h | Potency, µM (highest dose often 46.1 µM), without a hit: top-dose activation, hits mostly activators | 0.31% of 410,000 active | AID 624171; further: potency means the concentration at half of the fitted maximal effect; % of control where 0% means no effect; nearly all actives have a fitted effect of over 65% in size
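AREc32 cells carrying an ARE-driven firefly luciferase, 1000 cells/well in OPTI-MEM with 5% FBS, dosed after overnight attachment and incubated 24 hr at 37 deg C. Steady-Glo luminescence read after 30 min at RT.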
HepG2 viability – kills HepG2 cells in TGF-b inhibitor counter-screen | HepG2 CAGA-GFP viability, ATP luminescence, 18 h | Potency, µM (top dose mostly 46.1 µM), for the others: at the top dose activity change, negative = cytotoxicity, most hits filed as cytotoxic | 0.76% of 410,000 active; further: potency means the concentration at half of the fitted maximal effect; some results filed as inactive show a strong effect at the top dose
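HepG2 CAGA-GFP cells (1000/well, DMEM with 1% FBS) received compound, then TGF-beta at 500 pg/mL final, and were incubated 18 hours at 37 degrees C. Viability was read by CellTiter-Glo luminescence. Media-only wells were set as complete cell-killing and DMSO as no toxicity.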
EPAC2 ag – activates human EPAC2 exchange factor. EPAC2 activation, biochemical qHTS; response scale: 100% = 6.5 mM cAMP response. AID 720711. 0.079% of 360,000 active. Potency, µM (highest dose often 154 µM), for the others: at the top dose activation, usual class: activators. Q8WZA2; further: potency means the concentration at half of the fitted maximal effect; nearly all actives have a fitted effect of over 50% in size
Target sequence (Q8WZA2 whole entry, looked up): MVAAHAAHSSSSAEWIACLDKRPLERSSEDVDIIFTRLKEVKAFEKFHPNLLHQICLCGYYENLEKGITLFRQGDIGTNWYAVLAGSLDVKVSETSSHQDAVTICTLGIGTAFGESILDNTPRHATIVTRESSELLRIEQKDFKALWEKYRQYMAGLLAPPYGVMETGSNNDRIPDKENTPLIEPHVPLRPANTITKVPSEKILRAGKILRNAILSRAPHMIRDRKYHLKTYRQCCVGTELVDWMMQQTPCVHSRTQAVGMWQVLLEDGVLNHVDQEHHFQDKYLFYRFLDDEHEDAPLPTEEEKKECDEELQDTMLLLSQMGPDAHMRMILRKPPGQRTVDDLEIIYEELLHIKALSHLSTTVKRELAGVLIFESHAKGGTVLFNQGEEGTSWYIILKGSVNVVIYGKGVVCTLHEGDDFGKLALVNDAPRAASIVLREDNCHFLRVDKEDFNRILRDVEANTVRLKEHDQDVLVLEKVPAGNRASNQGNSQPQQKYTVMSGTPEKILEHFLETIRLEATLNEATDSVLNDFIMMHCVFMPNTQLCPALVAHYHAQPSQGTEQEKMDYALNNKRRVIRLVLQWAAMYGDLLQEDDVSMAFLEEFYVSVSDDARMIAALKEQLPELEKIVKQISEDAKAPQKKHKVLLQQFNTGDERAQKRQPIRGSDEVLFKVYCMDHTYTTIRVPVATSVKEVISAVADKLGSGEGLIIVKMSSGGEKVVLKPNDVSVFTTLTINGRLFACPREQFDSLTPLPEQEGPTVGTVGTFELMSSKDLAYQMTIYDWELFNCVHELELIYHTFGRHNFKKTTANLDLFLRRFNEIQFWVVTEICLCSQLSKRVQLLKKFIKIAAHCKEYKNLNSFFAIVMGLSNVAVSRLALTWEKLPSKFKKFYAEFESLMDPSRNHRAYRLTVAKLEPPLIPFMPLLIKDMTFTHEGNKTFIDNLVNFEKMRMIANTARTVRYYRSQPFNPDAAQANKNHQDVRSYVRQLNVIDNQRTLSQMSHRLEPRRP
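In this primary screen, activation is scored as increased exchange of BODIPY-GDP from Rap1B by 100 nM EPAC2, with 50 uM GDP as competitor. Signal is normalized to the 6.5 mM cAMP agonist control.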
ATXN2 expr inh – reduces ATXN2 reporter expression in HEK-293 cells; HEK-293 ATXN2-luciferase reporter, luminescence, 24 h; Potency, µM (titrated, usually from 57 µM), without a hit: at the highest dose activity change, negative = inhibition, most hits filed as inhibitors; 0.72% of 360,000 active; further: potency means the concentration at half of the fitted maximal effect; on the % scale 0 is the no-effect control and ±100 the full control effect; nearly all actives have a fitted effect of over 55% in size
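ATXN2-luciferase reporter cells (luciferase flanked by upstream and downstream ATXN2 gene portions) were treated 24 h at 37 °C with compounds at up to 57 uM. SteadyGlo luminescence gave expression; GF-AFC fluorescence gave viability.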
IL2 activator – IL-2 activation. IL-2 activation reporter assay, cell-based qHTS; stimulated with anti-CD3/CD4/CD28 beads; in transgenic mouse T cells. activation, % (series mostly up to about 46 µM). 0.065% of 360,000 active. AID 652025; in the data active means activation above about 50%; inconclusive means mostly about 30% to 49%; further: 0% is about no effect
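Using fluorescent plate cytometry, EGFP and DsRed are detected in transgenic mouse T cells stimulated 18 h at 37 degrees C with antibody-coated beads after 60 min compound pretreatment.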
ATXN viability – cell viability loss in ATXN counter-screen. S2 cells (HEK-293 line with an ATXN2-luciferase reporter) viability, CellTiter-Fluor protease fluorescence, 24 h. Potency, µM (top dose mostly 56.7 µM), actives largely listed as cytotoxic. 0.49% of 400,000 active. AID 651635; further: potency means the concentration at half of the fitted maximal effect; nearly all actives have a fitted effect of over 40% in size
A549 tox – kills or reduces viability of A549 cells in Nrf2 counter-screen; AID 504648; A549 ARE-Fluc cells, CellTiter-Fluor viability, 18-24 h; Potency, µM (highest dose often 46 µM), for the others: at the top dose activity change, negative = cytotoxicity, most hits filed as inhibitors; 0.16% of 390,000 active; further: potency means the concentration at half of the fitted maximal effect; on the % scale 0 is the no-effect control and ±100 the full control effect
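A549 ARE_Fluc cells in 5% FBS OPTI-MEM were exposed to compounds in concentration-response for 18-24 h at 37 deg C. Viability was read by CellTiter-Fluor fluorescence (Ex 405/Em 525) after 30 min, before the luciferase read.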
Starred values were filed as active, the others as inactive; i = inactive; ? = inconclusive; · = no result given; [ ] = another dose, or the depositor's remark. Unless noted, the call rests on the fitted dose curve; in most records, active means well fitted curve in the direction sought with a large enough effect; inconclusive means small, poorly fitted or top-dose-only effect, or another doubt; inactive means no such curve, though single readings can be large; an effect the other way counts as inactive or inconclusive.

Values run as follows: Nrf2 block	TGFb SMAD3 inh	Nrf2 ARE act	HepG2 viability	EPAC2 ag	ATXN2 expr inh	IL2 activator	ATXN viability	A549 tox
Cc1ccc(N2C(=O)NC(NC(=O)c3ccc(Cl)cc3)(C(F)(F)F)C2=O)cc1 (centres undefined)
    -17%	-23%	-0.5%	-2%	17%	-3%	-2.5	i	6%
Cc1cccc(NC(=O)Cn2c(=O)n(CCC(=O)N3CCc4ccccc4C3)c(=O)c3ccccc32)c1
    -16%	?	0.2%	-43%	·	-17%	·	i	-23%
COc1ccc(N(C(=O)c2snc(C(N)=O)c2N)C(C(=O)NCC2CCCO2)c2ccc3ncccc3c2)cc1OC (centres undefined)
    2%	-7%	0.4%	5%	7%	-5%	7.7	i	2%
Cc1ccsc1/C=C/c1n[nH]c(=O)c(C#N)c1C
    -15%	-14%	0.6%	6%	0%	13%	-1.7	i	-7%
COCC(O)CSc1nc(C)[nH]c1[N+](=O)[O-] (centres undefined)
    13%	?	-0.2%	0%	0%	-1%	0.2	i	-6%
C=CCn1c(CCC(O)COCCCCC)n[nH]c1=S (centres undefined)
    -11%	3%	0.3%	4%	4%	6%	1.7	i	0%
O=C(NCCN1CCOCC1)c1nn2c(c1Cl)NC(c1ccccc1)CC2C(F)(F)F (centres undefined)
    27%	21%	-0.5%	-20%	0%	-6%	1.2	i	-6%
CCc1ccc(CNC(=O)c2cc3c(=O)n(Cc4cccs4)ccc3nc2C)cc1
    13%	?	4.8%	-35%	·	·	·	·	5%
CCN(CC)C(=O)CSc1nc2ccccc2o1
    6%	8%	0.0%	18%	1%	31%[activator]	0.3	i	-13%
CC(NC(=O)C1CCCN1S(=O)(=O)c1cccc2cccnc12)c1ccccc1 (centres undefined)
    -22%	3%	2.8%	12%	4%	2%	-1.7	i	-3%
COC(=O)C1=C[C@@H](C(=O)OC)[C@@H]2C3=C(C(=O)[C@]2(C)NC(=O)c2ccccc2)[C@H](C)n2c(=O)n(C)c(=O)n2[C@@H]3C1
    11%	-5%	13%	0%	3%	7%	-0.1	i	-8%
CCCCn1c(=O)cc(C)n(-c2ccccc2)c1=O
    3%	3%	0.0%	-2%	6%	-1%	0.2	i	2%
COc1ccc(Cl)cc1NC(=O)CSc1nnc(COc2ccccc2)n1C
    ?	-19%	4.7%	-4%	24%	4%	9.4	i	0%[1.84 µM]
CCCCc1cc(=O)oc2cc(C)cc(OC(C)C(=O)NCC3CCC(C(=O)O)CC3)c12 (centres undefined)
    -9%	-2%	-0.5%	-13%	2%	-19%	1.1	i	6%
O=C(COC(=O)[C@H](Cc1ccccc1)N1C(=O)c2ccccc2C1=O)Nc1ccc2c(c1)OCO2
    9%	0%	0.4%	11%	?	0%	-0.8	i	-12%
CCCCNc1nc(Oc2ccc(=O)n(-c3ccccc3)n2)nc(N(C)C)n1
    -29%	8%	4.9%	2%	·	-8%	·	i	-4%
Cc1cc(C)cc(NC(=O)CCCc2nc(-c3ccco3)no2)c1
    4%	23%	?	-23%	·	-12%	·	i	8%
CCCCNC(=O)/C(C#N)=C/c1ccc2c(c1)OCCO2
    -7%	6%	6.2%	-6%	6%	-4%	-0.1	i	-1%
CCc1ccc(NC(=O)CN2C(=O)C(=O)c3ccccc32)cc1
    -2%	?	7.0%	-13%	·	9%	·	i	-1%
CCOc1ccc2nc(NCCNC(=O)C3CC3)c(C)cc2c1
    13%	-6%	3.5%	-22%	-8%	-8%	-3.1	i	0%
CCS(=O)(=O)Nc1ccc(C(=O)OC)cc1
    -6%	-1%	-0.9%	3%	6%	4%	0.5	i	-3%
CC(C)c1ccc2[nH]c(O)c(N=NC(=O)c3cccc(S(=O)(=O)Nc4ccccc4Cl)c3)c2c1
    ?	9%	2.2%	-12%	3%	-18%[11.3 µM]	-1.8	i	0%
Cc1ccc(-n2nc(C)c(C(=O)O)n2)c(C)c1
    -5%	16%	-0.2%	17%	10%	-16%	-1.5	i	0%
Cc1ccc(-c2cc(-c3cccc(F)c3)n[nH]2)c(O)c1
    ?	?	?	-30%	13%	96%[activator]	-2.0	i	-18%
Cc1ccc(NS(=O)(=O)c2ccc3c(c2)n(C)c(=O)c(=O)n3C)c(C)c1
    -5%	12%	-0.2%	10%	4%	-11%	-2.1	i	4%
COc1cccc(NS(=O)(=O)c2cc3c(cc2C)N(C(C)=O)CCO3)c1
    -13%	-4%	0.5%	-6%	-3%	-1%	-3.1	i	-8%
NS(=O)(=O)c1ccc(-c2ccc(C=O)o2)cc1
    4%	1%	0.1%	-4%	3%	-18%	1.8	i	0%
CC1CCN(S(=O)(=O)c2cn(CC(=O)Nc3cccc(C(F)(F)F)c3)c(=O)c3ccccc23)CC1
    ?	13µM*	-0.5%	-32%	·	-29%	·	?	-14%
Cn1c(=O)c2c(nc(-n3ccnc3)n2C)n(C)c1=O
    19%	0%	0.4%	8%	-4%	6%	0.5	i	0%
CCOC(=O)C(CCCCP(=O)(c1ccccc1)c1ccccc1)(NC(C)=O)C(=O)OCC
    22%	13%	-0.5%	-4%	8%	-5%	0.3	i	14%
Cc1cccc(N2CCN(C(=O)c3[nH]c(C(F)(F)F)nc3-c3ccccc3)CC2)c1C
    ·	?	-2.3%	-6%	-13%	6%	1.6	i	·
Cc1cc(C)c2cc3c(N)c(C(=O)Nc4c(C)[nH]c(=O)[nH]c4=O)sc3nc2c1
    -4%	41%[activator]	-0.5%	-23%	-3%	0%	1.1	i	-4%
FC(F)(F)c1cc(Sc2ccccc2)nc(-c2ccccn2)n1
    ?	-13%	16%	-6%	-2%	-2%	-0.7	i	-10%
Oc1cccc(NC(=S)Nc2ccc(SC(F)F)cc2)c1
    ?	?	3.2%	-22%	8%	-2%	-0.2	i	-3%
CCCn1c(-c2ccc(OC)cc2)nc2c(=O)n(C)c(=O)[nH]c21
    4%	3%	-0.1%	4%	8%	-5%	-4.1	i	-2%
Cc1onc(-c2ccccc2)c1C(=O)NCCc1ccc(Cl)cc1
    -13%	0%	-0.4%	-4%	-2%	-4%	-0.6	i	0%
O=C(NCC12CC3CC(CC(C3)C1)C2)c1nn2cccnc2c1Cl
    13%	-4%	-1.1%	-13%	8%	10%	3.9	i	-4%
COc1ccccc1OCc1nc2ccccc2n1Cc1ccccc1
    ·	-14%	4.8%	-6%	·	14%	·	?	11%
Cc1nn(-c2ccccc2)c2nc(N)c(C#N)c(-c3ccc(C(C)(C)C)cc3)c12
    6%	13%	-0.1%	-17%	-4%	-9%	-2.6	i	?
CCN(CC)C(=O)CSc1nc2ccccc2c(=O)n1CCC(=O)NCc1ccc(F)cc1
    0%	-1%	-0.6%	-19%	-2%	·	-1.4	·	-2%
Cc1oc2cc3oc(=O)c(CCC(=O)NCCc4ccccc4F)c(C)c3cc2c1C
    24%	?	5.1%	-25%	·	·	·	·	-4%
O=C(Nc1ccc(S(=O)(=O)Nc2ncccn2)cc1)C1=NN(c2ccccc2)C(=O)CC1
    -8%	6%	-0.2%	0%	10%	-11%	-1.9	i	-2%
C[C@H](NC(=O)c1nc[nH]c1C(=O)NCCCCCN)C(=O)OCc1ccccc1
    6%	-5%	-0.5%	-8%	3%	1%	0.6	i	-3%
O=C(Nc1cccc(Cl)c1)C1CCCN(c2ncnc3c2nc2n3CCCCC2)C1 (centres undefined)
    -5%[9.27 µM]	?	4.4%	-65%	·	?	·	?	-21%
CCOc1ccc(Cl)cc1CNCCNCC(C)O (centres undefined)
    2%	12%	-0.9%	-5%	4%	0%	-1.2	i	-2%
O=C(Nc1ccc(OCC(F)(F)C(F)F)cc1)c1ccncc1
    ?	-13%	3.7%	-11%	-4%	-14%	-3.5	i	-4%
COCCn1c(Cc2ccccc2)nnc1SCC(=O)NC(C)C
    ?	-14%	-1.3%	-2%	-2%	4%	-0.8	i	7%
O=C(NCc1ccccc1)Nc1cccc2ccccc12
    4%	-1%	-0.5%	4%	4%	-5%	0.9	i	4%
CCCCN(C(=O)CSc1nnnn1C)c1c(N)n(Cc2ccccc2)c(=O)[nH]c1=O
    1%	1%	-0.8%	15%	-2%	10%	1.9	i	-3%
CCn1c(CCCOc2ccc(Cl)cc2Cl)nnc1SCC(=O)Nc1cc(F)ccc1C
    -4%	13µM*	3.6%	4%	-5%	1%	-2.3	i	-5%
CC1=C(c2ccc(F)cc2)S(=O)(=O)N=C1N1CCC(C(=O)NCCc2cccc(C)c2)CC1
    13%	-10%	0.4%	-5%	·	0%	·	i	1%
Clc1ccsc1-c1ccnc(-n2cccc2)n1
    ?	-5%	10µM*	-6%	8%	24%	-0.6	i	8%
Clc1ccc(Nc2nc(-c3ccccc3)c3ccccc3n2)c(Cl)c1
    9%	2%	0.2%	7%	·	0%	·	i	3%
COCCNC(=O)NC(=O)CSc1nc(C)c(C)c(C)n1
    1%	8%	0.7%	-4%	4%	-9%	-0.5	i	-1%
CC(C)N1CCN(Cc2cccn2-c2ccccn2)CC1CCO (centres undefined)
    -8%	10%	-0.3%	3%	5%	5%	-0.1	i	-10%

TGFb SMAD3 inh: hit marks shown above
canonical_smiles	TGFb SMAD3 inh	Nrf2 ARE act	IL2 activator
CC1CCN(S(=O)(=O)c2cn(CC(=O)Nc3cccc(C(F)(F)F)c3)c(=O)c3ccccc23)CC1	13µM*	-0.5%	·
CCn1c(CCCOc2ccc(Cl)cc2Cl)nnc1SCC(=O)Nc1cc(F)ccc1C	13µM*	3.6%	-2.3
